Screens as filed in PubChem BioAssay.
Growth percent in the NCI-60 one-dose screen (48 h, 10 µM unless noted): 100 = growth as untreated, 0 = no growth, -100 = all killed.
NCI-H460 – NCI-H460 lung cancer; 6.8% of 82,000 active; AID 1794736
NCI/ADR-RES – NCI/ADR-RES ovarian cells | 4.4% of 81,000 active
NCI-H522 – NCI-H522 lung cancer; 8% of 78,000 active; AID 1794739
HT29 – HT29 colon cancer | 7.4% of 81,000 active
NCI-H322M – NCI-H322M lung cancer; 2.7% of 80,000 active
NCI-H226 – NCI-H226 lung cancer; 3.5% of 79,000 active; AID 1794732
HCT-15 – HCT-15 colon cancer. 5.2% of 82,000 active
COLO 205 – COLO 205 colon cancer | 7.3% of 79,000 active
HCT-116 – HCT-116 colon cancer | 7.3% of 82,000 active | AID 1794798
The depositor's hits bear a star; · = no result given; & = joins results of further samples. Rule for the calls: active = growth percent below 10; inactive = the rest. Compounds as they come (roughly 12% active in at least one column).

SMILES | NCI-H460 | NCI/ADR-RES | NCI-H522 | HT29 | NCI-H322M | NCI-H226 | HCT-15 | COLO 205 | HCT-116
O=C1NN(C(=O)c2cc([N+](=O)[O-])cc([N+](=O)[O-])c2)C(c2ccccc2)=N/C1=C/c1ccoc1 | 99 | 95 | 80 | 101 | 96 | 99 | 105 | · | 90
CCNc1nc(NC(C)C)nc(-c2ccncc2)n1 | 110 | 112 | · | 111 | 105 | 109 | 101 | 108 | 112
COC(OC)c1cccc(N)c1 | 106 | 101 | 90 | 112 | 92 | 115 | 98 | 105 | 102
O=C(CSc1nc2sc3c(c2c(=O)n1-c1ccccc1)CCCCC3)N/N=C/c1cccc([N+](=O)[O-])c1 | 20 | 44 | 54 | 32 | 79 | 94 | 54 | 89 | 4.8*
COc1cccc2occ(COC(=O)c3c(C)noc3C)c(=O)c12 | 100 | 91 | 53 | 87 | 99 | 98 | 80 | 105 | 86
CCCC[N+](C)(N)CCCC | 102 | 119 | · | 101 | 103 | 105 | 98 | 122 | 98
CCOC(=O)Cn1c(-c2ccc(C)o2)nc2cc3nc4ccccc4nc3cc21 | 108 | 103 | 95 | 103 | 97 | 109 | 106 | 109 | 92
O=C1C2C3C=CC(C3)C2C(=O)N1O (stereo not drawn) | 105&111 | 109&104 | 98&103 | 102&97 | 109&100 | 102&97 | 107&99 | 105&107 | 103&94
O=C(COc1ccc(NC(=O)Nc2ccccc2)cc1)N=Nc1c(O)[nH]c2ccc([N+](=O)[O-])cc12 | 49 | 113 | -48* | 6.9* | 38 | 19 | 103 | -30* | -56*
COc1cc(C2C=C(C)N=C3SC=CN32)cc(OC)c1OC (stereo not drawn) | 105 | 110 | 97 | 110 | 105 | 103 | 106 | 113 | 101
CO[C@H]1/C=C/O[C@@]2(C)Oc3c(C)c(O)c4c(c3C2=O)C(=O)C(/C=N/N(c2ccccc2)c2ccccc2)=C(NC(=O)/C(C)=C\C=C\[C@H](C)[C@H](O)[C@@H](C)[C@@H](O)[C@@H](C)[C@H](OC(C)=O)[C@@H]1C)C4=O | -51* | 6.6* | -24* | -13* | 22 | 18 | -20* | -60* | 0.6*
Clc1ccccc1/C=C/C=C1c2ccccc2-c2ccccc21 | 98 | 113 | 103 | 112 | 117 | 108 | 112 | 113 | 106
Cc1ccc2[nH]c(=O)c3c(c2c1)OC(N)=C(C#N)C31C(=O)c2cccc3cccc1c23 (stereo not drawn) | 101 | 102 | 89 | 96 | 100 | 91 | 105 | 103 | 101
CCc1c(C)c2ccc3c(c2oc1=O)N=C(c1ccc(C)cc1)CO3 | 104 | 86 | 101 | 94 | 102 | 92 | 105 | 124 | 93
COc1cc(-c2csc(Nc3cc(N4CCN(CCO)CC4)nc(C)n3)n2)cc(OC)c1OC | 83 | 79 | 62 | 41 | 81 | 78 | 60 | 71 | 54
CCCCn1sc(=O)n(Cc2ccc(CNC(=O)OCc3ccc4c(Cl)cc(Cl)c(O)c4n3)cc2)c1=O | 27 | 9.2* | 70 | 101 | 61 | 73 | 19 | 98 | 46
CCOC(C(=O)N(C)CCN(C)CCc1ccccc1)(c1ccccc1)c1ccccc1 | 94 | 85 | 125 | 82 | 85 | 96 | 91 | 88 | 63
CC(C)=CCC/C(C)=C/COc1ccc2ccc(=O)oc2c1 | 111 | 90 | 74 | 98 | 97 | 90 | 96 | 109 | 82
O=C(Cn1c(/C=C/c2ccc3c(c2)OCO3)nc2ccccc2c1=O)Nc1ccc(Cl)cc1 | 112 | 120 | 117 | 122 | 103 | 115 | 112 | 111 | 101
O=C(Cc1ccccc1[N+](=O)[O-])NCC(O)c1ccc2c(c1)OCO2 (stereo not drawn) | 112 | 105 | 98 | 98 | · | 105 | 104 | 108 | 105
S=c1[nH]c2ccccc2s1 | 103&104&99 | 94&108&90 | 142&86 | 126&111&101 | 93&98&87 | 83&103&85 | 97&110&104 | 21&99&108 | 91&98&87
CCc1ccc(CCC(=O)Nc2ncc(Cc3ccc(Cl)cc3)s2)o1 | 6.5* | 17 | -3.3* | 8.1* | 52 | 62 | 22 | 12 | 29
Cc1ccc(C(C)C)cc1OCCOCCCl | 108 | 102 | 97 | 105 | 102 | 100 | 106 | 103 | 102
Cc1cccnc1F | 107 | 99 | 95 | 108 | 102 | 93 | 103 | 108 | 107
O=C1OC(=O)[C@H]2[C@@H]1[C@H]1C=C[C@@H]2OC1=O | 105 | 101 | 104 | · | 105 | 116 | 118 | 119 | 113
Cc1nn(-c2ccccc2)c2ncn(/N=C/c3cccc([N+](=O)[O-])c3)c(=N)c12 | 104 | 101 | 93 | 97 | 98 | 90 | 98 | 119 | 101
NS(=O)(=O)c1ccc(CCN2C(=O)/C(=C\c3ccc(Cl)cc3)C=C2c2ccc(Oc3ccccc3)cc2)cc1 | 69 | 78 | 56 | 65 | 79 | 73 | 65 | 80 | 65
CCOC(=O)C1=C(C)N=C2Sc3cc(Cl)ccc3N2C1c1ccccn1 (stereo not drawn) | 105 | 92 | 62 | 78 | 98 | 85 | 90 | 100 | 90
O=C1/C=C/[C@@H](O)[C@@H]2C[C@@H](O)C[C@H]2/C=C/CCC[C@@H](C(F)(F)F)O1 | 104 | 93 | 88 | 40 | · | 60 | 100 | 22 | 109
S=C(N/N=C/c1ccc2ccc3cccc4ccc1c2c34)NC12CC3CC(CC(C3)C1)C2 | 106 | 114 | · | 107 | 106 | 103 | 103 | 111 | 109
CCC1CCCCN1C(=O)OCC(C)C (stereo not drawn) | 114 | 120 | 100 | 111 | 115 | 102 | 102 | 105 | 100
COc1ccc(N=Nc2c(N)nn3c(-c4ccc(C)cc4)c(-c4nc5ccccc5s4)c(N)nc23)cc1 | 105&103 | 100&100 | 100&98 | 109&107 | 100&98 | 97&98 | 98&97 | 106&106 | 100&97
Brc1ccc2c3c(cccc13)CC2 | 104 | 97 | 93 | 111 | 115 | 95 | 106 | 107 | 109
Nc1ncnc2c1C(c1ccc([N+](=O)[O-])cc1)c1sc3c(F)cccc3c1O2 (stereo not drawn) | 89 | 101 | 84 | 112 | 94 | 63 | 102 | 109 | 101
COc1cc(C(=O)/C=C/c2cc(-c3ccc4c(c3)OCO4)n[nH]2)cc(OC)c1OC | -55* | -13* | 17 | 3.4* | 19 | 38 | 20 | 32 | 6.5*
Cc1nn(-c2ccccc2)c(N)c1N=C1NC(=O)/C(=C/c2ccc(C(F)(F)F)cc2)S1 | 84 | 83 | 89 | 92 | 85 | 90 | 79 | 90 | 81
O=[N+]([O-])c1ccc2c(c1)COCO2 | 121 | 98 | 128 | 113 | 112 | 102 | 114 | 109 | 96
CCCCC[n+]1ccc(SCC(=O)N(C)Cc2ccccc2)c2ccccc21 | 106 | 103 | 82 | 100 | 98 | 98 | 95 | 106 | 101
CCOc1ccc(C2N(c3cc(OC)c(OC)c(OC)c3)C(=O)C2(F)F)cc1 (stereo not drawn) | 13 | 29 | 19 | 12 | 67 | 71 | 23 | 11 | 8.9*
Oc1nc(NCc2ccco2)sc1C=NCc1ccco1 | 105 | 112 | 108 | 128 | 110 | 107 | 102 | 132 | 108
CC(CCc1ccccc1)NC(=O)c1n[nH]c(=O)c2ccccc12 (stereo not drawn) | 110 | 121 | 82 | 105 | 90 | 103 | 101 | 115 | 97
COc1ccc(N=Nc2c(N)nn3c(-c4ccc(OC)c(OC)c4)c(C#N)c(N)nc23)cc1 | 73 | 91 | 66 | 86 | 82 | 87 | 74 | 84 | 73
Cc1cc(N2CCOCC2)nc(N(CCNc2ccnc3cc(Cl)ccc23)Cc2ccco2)n1 | 47 | 51 | 14 | 3.4* | 42 | 61 | 36 | -4.1* | 15
NC(=S)NN=C1CCC(C2CCCCC2)CC1 (stereo not drawn) | 108&106 | 102&97 | 47&52 | 80&90 | 88&96 | 73&89 | 66&62 | 95&102 | 79&74
O=C1NC(=O)C(Cn2cnc3ccccc32)C(=O)N1 | 104 | 105 | 94 | 104 | 100 | 95 | 96 | 109 | 109

Retrieved one by one from the entries so far (5):
SMILES | NCI-H460 | NCI/ADR-RES | NCI-H522 | HT29 | NCI-H322M | NCI-H226 | HCT-15 | COLO 205 | HCT-116
Cc1nn(-c2ccccc2)c2ncn(/N=C/c3cccc([N+](=O)[O-])c3)c(=N)c12 | 104 | 101 | 93 | 97 | 98 | 90 | 98 | 119 | 101
CCC1CCCCN1C(=O)OCC(C)C (stereo not drawn) | 114 | 120 | 100 | 111 | 115 | 102 | 102 | 105 | 100
Cc1ccc(C(C)C)cc1OCCOCCCl | 108 | 102 | 97 | 105 | 102 | 100 | 106 | 103 | 102
CCCCn1sc(=O)n(Cc2ccc(CNC(=O)OCc3ccc4c(Cl)cc(Cl)c(O)c4n3)cc2)c1=O | 27 | 9.2* | 70 | 101 | 61 | 73 | 19 | 98 | 46
O=C1/C=C/[C@@H](O)[C@@H]2C[C@@H](O)C[C@H]2/C=C/CCC[C@@H](C(F)(F)F)O1 | 104 | 93 | 88 | 40 | · | 60 | 100 | 22 | 109

Other entries
SMILES | NCI-H460 | NCI/ADR-RES | NCI-H522 | HT29 | NCI-H322M | NCI-H226 | HCT-15 | COLO 205 | HCT-116
C=CC[n+]1cccc2c3ccccc3ccc21 | 23 | 97 | 27 | 47 | 77 | 58 | 95 | 28 | 49
COc1c2c(cc3occc13)O/C(=C\c1ccccc1)C2=O | 105 | 105 | 99 | 123 | 111 | 116 | 111 | 117 | 99
COc1ccc([C@H]2c3[nH]c4ccccc4c3C[C@H]3C(=O)N(CCCCCCC(=O)NO)CC(=O)N23)cc1OC | 99 | 100 | 67 | 94 | 93 | 97 | 109 | 111 | 89
COC(=O)C(C#N)=C1CCCC1 | 104 | 97 | 100 | 114 | 100 | 82 | 100 | 114 | 99
N#Cc1nc(-c2ccccc2)oc1S(=O)(=O)N1CCCCC1 | 110 | 99 | -62* | 2.9* | 104 | 105 | -35* | 44 | 21
COc1cc2c(cc1OC)-c1ccc3cc4c(cc3c1N(CCCN(C)C)C2)OCO4 | 15 | 65 | 20 | 12 | 51 | 58 | 52 | · | 9.5*
CC(C)c1ccc(C2=C/C(=C\c3ccc(Br)cc3)C(=O)N2CCc2ccc(S(N)(=O)=O)cc2)cc1 | 112 | 101 | 95 | 121 | 103 | 94 | 99 | 132 | 103
O=C1CCC(=O)N1CO | 116 | 123 | 101 | 107 | 104 | 105 | 104 | 111 | 108
O=[N+]([O-])c1ccc(/C=C/c2ccc([N+](=O)[O-])cc2)cc1 | 105 | 103 | · | 74 | 106 | 102 | 86 | 109 | 69
CCCCCC1CCCCN1C(=O)OCC(C)C (stereo not drawn) | 103 | 146 | 61 | 106 | 101 | 92 | 101 | 107 | 106
O=C([C@@H]1C[C@@H]1c1ccc(C(F)(F)F)cc1)N1CCN(C2CCOCC2)CC1 | 107 | 99 | 97 | 98 | 105 | 95 | 97 | 114 | 94
Cn1[nH]c(=O)ccc1=O | 113 | 117 | 116 | 109 | 107 | 100 | 100 | 109 | 101
Cc1ccc2ccccc2c1Nc1ccc(Nc2c(C)ccc3ccccc23)c2c1C(=O)c1ccccc1C2=O | 112 | 104 | · | 94 | 99 | 94 | 113 | 105 | 96
Cc1ccc(-c2nc(/C=C3/C(=O)N(C)c4ccc(F)cc43)c3ccccn23)cc1 | 97 | 105 | 60 | 112 | 103 | 106 | 93 | 120 | 89
Cc1cc(NC(=O)Nc2cccc(Cl)c2Cl)ccc1-n1ccc2c(NC(=O)c3ccccc3)nccc21 | 110 | 112 | 99 | 105 | 105 | 113 | 104 | 106 | 106

Complete entries from above. Screens in order: NCI-H460	NCI/ADR-RES	NCI-H522	HT29	NCI-H322M	NCI-H226	HCT-15	COLO 205	HCT-116
Cc1ccc(-c2nc(/C=C3/C(=O)N(C)c4ccc(F)cc43)c3ccccn23)cc1 as listed: 97	105	60	112	103	106	93	120	89
COc1c2c(cc3occc13)O/C(=C\c1ccccc1)C2=O as listed: 105	105	99	123	111	116	111	117	99
C=CC[n+]1cccc2c3ccccc3ccc21 as listed: 23	97	27	47	77	58	95	28	49
O=C1CCC(=O)N1CO as listed: 116	123	101	107	104	105	104	111	108
O=[N+]([O-])c1ccc(/C=C/c2ccc([N+](=O)[O-])cc2)cc1 as listed: 105	103	·	74	106	102	86	109	69

The listing continues.
SMILES | NCI-H460 | NCI/ADR-RES | NCI-H522 | HT29 | NCI-H322M | NCI-H226 | HCT-15 | COLO 205 | HCT-116
COc1ccc(/C=N/n2c(COc3ccccc3)nc3ccccc3c2=O)cc1OC | 83 | 58 | 28 | 96 | 96 | 48 | 86 | 114 | 79
CCCOC(=O)c1ccc2c(c1)[N+](=O)C(C(=O)Nc1ccccc1)=C(C)[N+]2=O | 94 | 93 | 92 | 95 | 104 | · | 87 | 95 | 98
O=C1Nc2ccc(Cl)cc2/C1=N/N=C/c1cccnc1 | 82 | 93 | 79 | 107 | 98 | · | 90 | · | 93
COc1ccc(C2CC(c3ccc(Nc4ccnc5cc(Cl)ccc45)cc3)=NN2C(C)=O)cc1 (stereo not drawn) | 85 | 68 | 67 | 27 | 99 | 79 | 44 | 96 | 61
COc1ccc(OC)c(CCn2cncc2-c2c[nH]c3ccccc23)c1 | 92 | 71 | 71 | 87 | 83 | 68 | 71 | 90 | 78
COc1ccc(-n2c(=O)n(O)c(=O)c3ccccc32)cc1 | 92 | 92 | 86 | 111 | 103 | 89 | 71 | 123 | 78
CC(=O)c1ccc(N2C(=O)[C@H]3CC=CC[C@H]3C2=O)cc1 | 110 | 113 | 82 | 86 | 118 | 99 | 98 | 107 | 106
C/C(=N\O)C(=O)Nc1ccccc1 | 109 | 99 | 92 | 99 | 97 | 114 | 99 | 107 | 102
Oc1ccc(CCn2c(O)c(/C=C3\CN=c4ccccc4=N3)sc2=S)cc1 | 83 | 66 | 19 | 62 | 79 | 89 | 35 | 103 | 56
c1ccc(NN=C2c3ccccc3-c3ccccc32)cc1 | 94 | 97 | 64 | 75 | · | · | 49 | 68 | 85
